CASP6 VEID inh = blocks human caspase-6 cleavage activity; P55212; purified caspase-6, Z-VEID-R110 cleavage fluorescence; inhibition, % at 12.5 µM; hit rate 0.53% among 350,000;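 active means mean inhibition across replicates at least about 35%, with every replicate also reaching that limit, limit read from the data; inconclusive means only one of the two criteria met; inactive means neither criterion met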;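 further: 0% = median of neutral control wells and 100% = no fluorescence left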
Target sequence (P55212 24-179 limits assumed): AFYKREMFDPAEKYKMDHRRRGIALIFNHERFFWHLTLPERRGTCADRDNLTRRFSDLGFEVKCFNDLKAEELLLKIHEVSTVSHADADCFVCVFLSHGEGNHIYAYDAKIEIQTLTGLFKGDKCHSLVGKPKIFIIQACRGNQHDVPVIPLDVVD
Target sequence (P55212 194-293 limits assumed): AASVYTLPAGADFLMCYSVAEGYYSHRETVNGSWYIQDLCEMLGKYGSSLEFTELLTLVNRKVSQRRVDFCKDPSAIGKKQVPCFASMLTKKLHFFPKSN
FN deposit inh = fibronectin deposition inhibition. hit rate 0.086% among 350,000. inhibition, % at 12.6 µM. AH1F fibroblasts, Alexa488-fibronectin deposition fluorescence, overnight;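 active means mean inhibition across replicates of 30% or more, regardless of how many single replicates reach that level; inconclusive means mean under 30% yet at least half of replicates reach 30%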;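 further: positive control wells lacked labelled fibronectin entirely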
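Material: AH1F fibroblast monolayer depositing Alexa488-labelled fibronectin into matrix | Input: 10000 AH1F cells/well | Medium: DMEM plus 2% serum, read in PBS | Reagent: Alexa488-fibronectin, 24 nM final in well | Compound dosing: One dose per compound, pinned | Schedule: 1 h adhesion, overnight exposure | Measured by: Fluorescence at 485 nm excitation, 525 nm emission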
miR122 inh = miR-122 inhibition in Huh7 cells; Huh7 miR-122 Renilla luciferase sensor, 48 h; neutral wells = 0, positive control = 100; activation (reporter increase), % at 12.5 µM; hit rate 0.3% among 340,000;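 active means mean replicate activation score at least 90 and every replicate individually at or above 90; inconclusive means only one of the two criteria met; inactive means neither criterion met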;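 further: higher luciferase means less miR-122 activity so hits act as miR-122 inhibitors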
EWS-Fli block = blocks EWS/Fli oncoprotein-driven transcription; inhibition, % at 12.6 µM; A673 NR0B1-luciferase reporter, viability-normalised; hit rate 0.67% among 350,000;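 active means mean inhibition of at least 50% after viability correction, with every replicate also passing that limit; inconclusive means mean reaches 50% but only one of two replicates passes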;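 further: firefly luciferase signal divided by Alamar Blue viability fluorescence both relative to DMSO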
LGR2 inh = inhibitors of bursicon-induced Drosophila LGR2 receptor cAMP signaling; HEK293 LGR2, CRE-luciferase, bursicon-stimulated, 4 h; AID 720647; hit rate 0.35% among 380,000; inhibition, % at 9.99 µM;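 active means drop in luminescence signal, shown as inhibition above about 50% in the replicate tests, limit read from the data, passing the limit was not always enough; inconclusive means probably only some replicates passing the limit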;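 further: agonist challenge used bursicon conditioned medium at about half maximal strength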
PGC1a acetyl inh = PGC1a acetylation modulation, inhibitor mode; hit rate 0.17% among 350,000; inhibition, % at 15.6 µM; U2OS PGC1a acetylation, AlphaScreen anti-acetyl-lysine; with virally co-expressed GCN5 acetyltransferase;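 active means every replicate shows inhibition of at least 40%; inconclusive means mean inhibition at least 40% but some replicate below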;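 further: 0% = neutral control wells and 100% = positive control wells; some results beyond the cut were filed as inactive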
Cneo AK release = Cryptococcus neoformans lysis via adenylate kinase release | C. neoformans lysis, adenylate kinase release luminescence, 4 h; normalised: neutral wells 0, clomiphene wells 100 | lysis activity, % at 15 µM | hit rate 0.2% among 360,000 | AID 651654;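 active means mean lysis activity across replicates of at least 80%, whatever share of replicates individually reach that level; inactive means mean lysis activity below 80%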
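Schedule: static 4 h at 37 °C with compound, 1 h detection; system: C. neoformans cells; benchmarks: Clomiphene as positive control; buffer or medium: fresh YPD medium; measure: luminescence rise reflecting yeast cell lysis; measured by: luminescent adenylate kinase detection reagent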
PAX8 inh HTS = inhibitors of PAX8 transcriptional activity in RMG-I cells; inhibition, % at 12.6 µM; AID 652154; RMG-I TPO-luciferase reporter, SteadyGlo, 24 h; hit rate 1.2% among 360,000;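 active means mean replicate inhibition at least 60% with every replicate also reaching 60%; inconclusive means only one of the two criteria is met; inactive means mean below 60% and not all replicates reaching 60%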;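 further: luciferase light reporting Pax8 driven TPO promoter activity; plate controls were median of neutral control wells for no effect and mitoxantrone controls for full effect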
The depositor's hits bear a star; ? = inconclusive; . = no result given; [ ] = another dose, or the depositor's remark.

SMILES	CASP6 VEID inh	FN deposit inh	miR122 inh	EWS-Fli block	LGR2 inh	PGC1a acetyl inh	Cneo AK release	PAX8 inh HTS
CC(C)CCNC(=O)C1CC(c2ccccc2[N+](=O)[O-])=NO1 (configuration not stated)	4.9	3.9	.	-27.1	-1.8	.	3.0	-1.9
Cc1noc(C)c1S(=O)(=O)N(C)C[C@@H]1Oc2ccc(NS(=O)(=O)c3cccs3)cc2CC(=O)N([C@H](C)CO)C[C@@H]1C	.	.	6.1[16.7 µM]	-6.9	17.6	0.8	2.0	-14.0
CCOc1cc(/C=N/NC(=O)c2ccc(CN3CCOCC3)cc2)ccc1OC	2.6	0.0	.	-3.4	-14.5	2.9	.	-0.5
O=C(NC(=S)N1CCN(c2ccccc2)CC1)c1ccccc1	0.7	9.0	-1.3	14.1	-3.6	.	17.2	-23.7
COc1ccccc1NC(=O)Nc1ccccc1C#N	1.4	0.1	-4.1	8.2	11.0	4.7	2.1	15.1
CCOC(=O)Cn1nc(C)cc1NC(=O)c1cc(OC)c(OC)c(OC)c1	-2.6	1.1	.	10.9	-9.3	.	-0.9	0.0
C[C@H]1CN([C@@H](C)CO)C(=O)CCCn2cc(nn2)CO[C@H]1CN(C)S(=O)(=O)c1ccc(F)cc1	-0.7	-0.8	-3.4[16.7 µM]	-5.7	15.1	2.6	2.0	.
O=C(CSc1nnc(-c2cccnc2)n1Cc1ccccc1)NCc1ccccc1	.	4.0	13.8	.	.	5.0	-1.8	.
COc1ccc(C(=O)c2[nH]c(N)c(C(=O)c3c[nH]c4ccccc34)c2-c2ccc(F)c(OC)c2)cc1	1.1	7.4	.	16.3	3.0	.	.	21.2
Cc1[nH]c2ccccc2c1-c1csc(NC(=O)CSCCO)n1	0.5	2.3	8.1	7.3	-8.3	.	.	2.4
Cc1noc(C)c1S(=O)(=O)Nc1ccc2c(c1)C(=O)N([C@@H](C)CO)C[C@H](C)[C@H](CN(C)C(=O)Nc1ccc(C(F)(F)F)cc1)O2	-1.7	.	-0.4[16.7 µM]	-33.7	-5.7	2.1	6.0	.
O=S(=O)(c1ccccc1C(F)(F)F)N1CCN(CC(O)COc2ccccc2F)CC1 (configuration not stated)	-2.6	11.9	5.3	20.1	-8.3	2.0	-1.5	2.2
Cc1ccc(Cl)c2c1NC(=O)C2(O)CC(=O)c1ccc(Br)cc1 (configuration not stated)	.	2.7	-7.3	.	.	2.8	0.3	11.7
CCOC(=O)N(C)C[C@@H]1OCc2ccccc2-c2ccccc2C(=O)N([C@H](C)CO)C[C@@H]1C	1.1	-7.3	.	-6.4	-4.1	4.6	-1.2	.
Cc1cc(C)c2nc(-n3nc(C)cc3N)cc(C)c2c1	0.9	.	.	-95.3	-128.6	-5.3	.	-94.1

Rewritten with each value named: part of the list above
> O=S(=O)(c1ccccc1C(F)(F)F)N1CCN(CC(O)COc2ccccc2F)CC1 (configuration not stated)
  CASP6 VEID inh: -2.6
  FN deposit inh: 11.9
  miR122 inh: 5.3
  EWS-Fli block: 20.1
  LGR2 inh: -8.3
  PGC1a acetyl inh: 2.0
  Cneo AK release: -1.5
  PAX8 inh HTS: 2.2
> Cc1ccc(Cl)c2c1NC(=O)C2(O)CC(=O)c1ccc(Br)cc1 (configuration not stated)
  CASP6 VEID inh: .
  FN deposit inh: 2.7
  miR122 inh: -7.3
  EWS-Fli block: .
  LGR2 inh: .
  PGC1a acetyl inh: 2.8
  Cneo AK release: 0.3
  PAX8 inh HTS: 11.7

Following part
SMILES	CASP6 VEID inh	FN deposit inh	miR122 inh	EWS-Fli block	LGR2 inh	PGC1a acetyl inh	Cneo AK release	PAX8 inh HTS
O=C(C[C@H]1C=C[C@@H](NC(=O)C2CCOCC2)[C@@H](CO)O1)NCc1ccccc1Cl	2.0	.	.	-9.9	12.8	-1.0	.	.
c1ccc(Cn2nnnc2C(c2ccccn2)N2CCOCC2)cc1 (configuration not stated)	.	.	13.1	.	9.1	-0.8	-2.7	.
C[C@H](CO)N1C[C@H](C)[C@H](CN(C)CC2CCCCC2)Oc2c(NC(=O)c3nc4ccccc4s3)cccc2C1=O	1.2	7.2	45.1[16.7 µM]	6.5	-3.5	14.8	10.7	.
CCN(CC(=O)Nc1ccccc1OC)CC(=O)Nc1ccccc1-c1ccccc1	-1.5	7.7	.	?	4.1	-6.4	.	26.4
CCOc1ccccc1NC(=O)C1CCN(c2ccc(S(=O)(=O)N3CCCC3)cc2)CC1	-7.4	.	-8.2	12.7	8.0	-2.5	-0.2	.
COC(=O)c1cc2ccsc2n1Cc1cc(=O)n2ccccc2n1	0.7	.	2.8	6.1	-29.1	.	-0.2	.
C[C@H](CO)N1C[C@H](C)[C@@H](CN(C)C)Oc2ccc(NC(=O)CCCCCC(=O)Nc3ccccc3N)cc2C1=O	-9.9	-7.0	4.9[16.7 µM]	5.3	10.1	1.1	0.2	-11.1
CC(C)N(C)Cc1nnnn1CC(=O)NCCc1cccc(C(F)(F)F)c1	0.1	3.0	-1.2	4.7	4.3	-9.3	-2.7	15.4
Cc1ccccc1-c1cnc2c(c1)C(=O)N([C@H](C)CO)C[C@@H](C)[C@H](CN(C)C(=O)c1cccnc1)O2	-0.1	.	-3.4[16.7 µM]	-0.9	-4.6	-7.5	5.9	.
CC(=O)Nc1ccc(S(=O)(=O)NCCOc2ccc(Cl)cc2C)cc1	.	-3.3	1.1	0.8	-35.9	6.6	.	-2.3
Cc1ccn2c(=O)nc(SCC(=O)c3ccc(Cl)cc3)nc2c1	6.6	-16.2	.	-37.1	-23.5	.	-1.0	-6.3
O=C(CNS(=O)(=O)c1c(Cl)cccc1Cl)OCC(=O)N1CCN(c2ccccc2)CC1	.	9.1	-5.8	.	-14.8	4.3	7.2	1.1
O=C(NCCn1cc(SCc2ccccc2)c2ccccc21)c1c(F)cccc1F	2.0	-0.4	-0.7	-12.8	2.5	.	-0.6	-8.3
COc1cccc(CN2C(=O)Nc3ccccc3C(=O)N2C(C)(C)C)c1	.	-6.6	-11.8	.	.	17.6	-0.6	1.5
O=S(=O)(c1ccc(F)cc1)c1nc(-c2ccco2)oc1NCCCn1ccnc1	-6.5	-2.8	9.4	-1.2	14.2	-9.1	2.3	-2.8

Sorted by molar mass (largest number first): part of the list above
SMILES	CASP6 VEID inh	FN deposit inh	miR122 inh	EWS-Fli block	LGR2 inh	PGC1a acetyl inh	Cneo AK release	PAX8 inh HTS
CC(C)N(C)Cc1nnnn1CC(=O)NCCc1cccc(C(F)(F)F)c1	0.1	3.0	-1.2	4.7	4.3	-9.3	-2.7	15.4
COC(=O)c1cc2ccsc2n1Cc1cc(=O)n2ccccc2n1	0.7	.	2.8	6.1	-29.1	.	-0.2	.
c1ccc(Cn2nnnc2C(c2ccccn2)N2CCOCC2)cc1 (configuration not stated)	.	.	13.1	.	9.1	-0.8	-2.7	.

The list goes on:
SMILES	CASP6 VEID inh	FN deposit inh	miR122 inh	EWS-Fli block	LGR2 inh	PGC1a acetyl inh	Cneo AK release	PAX8 inh HTS
CN(C(=O)CSc1nc(-c2ccccc2)cn1N)C(c1ccccc1)c1ccccc1	-0.1	10.7	-2.3	.	2.0	-8.4	0.9	.
CN1CCN(c2ccc3sc(-n4ccc5ccccc54)nc3c2)CC1	-20.4	-5.0	9.2	40.0	39.1	-10.2	-6.8	-39.4
Nc1cc(Cl)ccc1Oc1ccc(Cl)cc1	.	-3.3	1.0	.	10.3	7.5	-10.4	.
COc1ccc(NC(=O)N2C[C@H](O)COC[C@H]3O[C@H](CC(=O)N4CCOCC4)CC[C@@H]32)cc1	1.4	1.4	4.8[16.7 µM]	-11.8	5.2	-1.1	1.2	-2.5

Of the compounds above, these have two or more sulfur atoms.
SMILES	CASP6 VEID inh	FN deposit inh	miR122 inh	EWS-Fli block	LGR2 inh	PGC1a acetyl inh	Cneo AK release	PAX8 inh HTS
Cc1noc(C)c1S(=O)(=O)N(C)C[C@@H]1Oc2ccc(NS(=O)(=O)c3cccs3)cc2CC(=O)N([C@H](C)CO)C[C@@H]1C	.	.	6.1[16.7 µM]	-6.9	17.6	0.8	2.0	-14.0
Cc1[nH]c2ccccc2c1-c1csc(NC(=O)CSCCO)n1	0.5	2.3	8.1	7.3	-8.3	.	.	2.4

Bioassay records: PubChem BioAssay, Broad Institute
